HTR5A inv ctr – inverse agonist of human HTR5A in OPRM1-OPRD1 counter-screen. inhibition, % at 9.3 µM. HTR5A cell line, luminescence, inverse agonism. hit rate 0.083% among 340,000. P47898; in the data active = inhibition mostly above about 23%, no sharp cut-off; inactive = mostly below about 18%;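 note: 0% = cells with DMSO and 100% = no-cell wells with DMSO; some compounds called inactive have numbers as strong as hits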
Mot1-301 SUMO – blocks SUMOylation pathway, rescuing yeast Mot1-301 growth; S. cerevisiae Mot1-301 growth rescue, ATP luminescence, 38.5C; percent above DMSO median, 100 means doubled; growth rescue, % at 18.8 µM; hit rate 1% among 320,000; AID 2716;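 active = every valid replicate shows activation above 250% relative to neutral control wells; inactive = the rest, any valid replicate at or below 250%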;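 note: OY570 slx delta 5 strain wells were the positive control but not used for scaling; some compounds called inactive have numbers as strong as hits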
AddAB inh – less growth of phage-infected E. coli with AddAB; E. coli expressing H. pylori AddAB, absorbance growth; hit rate 0.29% among 330,000; inhibition, % at 11.9 µM; in the data active = inhibition above about 12%;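 note: 0% = vehicle wells of infected cells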
PKA-R1A act – PKA-R1A complex activation; AID 504707; PKA-R1A dissociation, Cy5-IP20 fluorescence polarization; scaled: DMSO 0%, 113 µM cGMP 100%; activation, % at 11.4 µM; hit rate 0.083% among 340,000; P00514+P68181;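 active = percent activation above the mean of all tested compounds plus 3 SD, cut at about 19% in these data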;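 note: higher means more PKAc released from R1A so a rise in polarization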
OPRM1-OPRD1 ag – agonists of human mu-delta opioid receptor heterodimerization; activation, % at 9.3 µM; hit rate 0.3% among 340,000; cells, OPRM1-OPRD1 heterodimerization, luminescence; in the data active = activation above about 18%;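 note: 0% = vehicle-treated cells and 100% = reference agonist; values of inactives mirror those of a sister screen read the other way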
PfHsp90 yeast 2 – reduces growth (ATP signal) of yeast expressing P. falciparum Hsp90; hit rate 0.32% among 310,000; inhibition, % at 9.4 µM; S. cerevisiae expressing PfHsp90, BacTiter-Glo ATP, 48 h; yeast lacking PDR1 and PDR3 efflux regulators;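 active = every replicate shows inhibition above about 80%, whatever the replicate mean, limit read from the data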;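 note: 0% = DMSO neutral controls and 100% = 20 µM radicicol positive controls; yeast relying on Plasmodium falciparum Hsp90 in place of its own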
phage Ecoli inh – E. coli growth loss with phage present. growth absorbance. inhibition, % at 11.9 µM. hit rate 0.26% among 360,000. AID 651602; in the data active = inhibition above about 11%
Ecoli viability – reduces bacterial viability in AddAB counter-screen. E. coli V3065 growth, OD600 absorbance, 18 h. inhibition, % at 11.9 µM. hit rate 0.27% among 330,000;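 active = inhibition above the campaign's mean inhibition across all tested compounds plus 3 SD, cut at about 9.9% in these data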;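 note: uninfected addAB+ strain grown without phage in ampicillin broth; 0% = DMSO wells and 100% = ciprofloxacin 0.95 µg/ml wells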
HTR5A ag – HTR5A agonism, opioid heterodimer counter-screen. P47898. HTR5A agonist assay, luminescence, cell-based. activation, % at 9.3 µM. hit rate 0.61% among 340,000; in the data active = activation mostly above about 9.5%, no sharp cut-off; inactive = mostly below about 7.6%;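 note: 0% = cells with vehicle only and 100% = reference agonist; strong numbers were not always called active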
Pemphigus Ab inh – blocks pemphigus antibody binding to human desmoglein-3 | DSG3-coupled beads, scFv-anti-DSG3-GFP binding, flow cytometry; active compounds read low | hit rate 0.48% among 310,000 | binding (percent of control), % at 10 µM | P32926;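 active = binding more than 3 SD below its plate's average and above zero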;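 note: hits lower antibody fragment binding to DSG3; some compounds called inactive have numbers as strong as hits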
Target sequence (P32926 whole entry, looked up, the tested form may be a part): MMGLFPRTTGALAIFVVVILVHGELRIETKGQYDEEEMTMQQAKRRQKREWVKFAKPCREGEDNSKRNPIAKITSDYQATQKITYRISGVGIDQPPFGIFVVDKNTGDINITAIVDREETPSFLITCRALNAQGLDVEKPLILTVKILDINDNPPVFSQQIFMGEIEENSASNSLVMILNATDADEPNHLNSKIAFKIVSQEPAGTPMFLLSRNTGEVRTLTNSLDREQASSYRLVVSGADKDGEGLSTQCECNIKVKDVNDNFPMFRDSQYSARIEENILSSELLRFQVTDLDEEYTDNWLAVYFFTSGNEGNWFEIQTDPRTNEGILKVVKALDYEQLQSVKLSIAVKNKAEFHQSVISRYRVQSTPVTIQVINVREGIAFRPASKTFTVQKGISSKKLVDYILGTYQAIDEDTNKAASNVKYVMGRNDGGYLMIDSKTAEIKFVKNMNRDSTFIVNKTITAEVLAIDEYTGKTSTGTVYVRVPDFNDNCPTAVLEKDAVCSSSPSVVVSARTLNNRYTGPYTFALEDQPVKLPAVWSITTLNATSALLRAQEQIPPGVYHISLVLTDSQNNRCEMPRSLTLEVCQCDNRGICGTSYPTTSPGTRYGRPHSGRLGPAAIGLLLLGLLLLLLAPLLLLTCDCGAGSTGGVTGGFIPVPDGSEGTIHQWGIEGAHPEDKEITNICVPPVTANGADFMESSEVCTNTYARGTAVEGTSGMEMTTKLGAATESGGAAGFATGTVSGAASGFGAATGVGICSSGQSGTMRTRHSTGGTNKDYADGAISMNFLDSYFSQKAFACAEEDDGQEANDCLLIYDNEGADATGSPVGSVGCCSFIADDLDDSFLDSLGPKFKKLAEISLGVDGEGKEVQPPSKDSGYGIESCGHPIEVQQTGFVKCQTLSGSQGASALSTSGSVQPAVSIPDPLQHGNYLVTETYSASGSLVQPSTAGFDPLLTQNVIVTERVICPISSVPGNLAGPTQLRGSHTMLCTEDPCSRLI
OPRM1-OPRD1 inv – inverse agonist of human OPRM1-OPRD1 heterodimerization; P35372+P41143; cell-based MOR-DOR heterodimer luminescence, inverse agonism; inhibition, % at 9.3 µM; hit rate 0.21% among 340,000; in the data active = inhibition above about 22%, passing the limit was not always enough;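 note: 0% = cells with DMSO and 100% = wells without cells with DMSO; values of inactives mirror those of a sister screen read the other way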
The depositor's hits bear a star; . = not tested or not shown.

SMILES | HTR5A inv ctr | Mot1-301 SUMO | AddAB inh | PKA-R1A act | OPRM1-OPRD1 ag | PfHsp90 yeast 2 | phage Ecoli inh | Ecoli viability | HTR5A ag | Pemphigus Ab inh | OPRM1-OPRD1 inv
CCOC(=O)Nc1ccc(S(=O)(=O)Nc2cc(C)on2)cc1 | 5 | -14 | -0.3 | -7 | -2.6 | -14 | 0.3 | -2.2 | -2 | 109 | 13
Cc1sc2nc(SCC(=O)NCc3cccs3)[nH]c(=O)c2c1C | 17 | -34 | 2.3 | -14 | -1.1 | . | 3.5 | 1.5 | 1 | 104 | 6
COc1ccccc1NC(=O)c1cc(S(=O)(=O)N2CCc3ccccc32)ccc1F | -9 | 3 | 4.5 | -6 | -0.3 | 2 | 4.5 | -0.3 | 1 | 99 | 2
CNC(=O)OCc1cccc(COC(=O)NC)n1 | -14 | 2 | 1.4 | 8 | -1.1 | -2 | 3.3 | 0.6 | -8 | 105 | 6
Cc1cccc(/N=C/c2c(O)[nH]c3ccccc23)n1 | 12 | 8 | -0.1 | -21 | -2.1 | -23 | 2.5 | 0.4 | -1 | 106 | 12
CCOc1ccccc1NC(=O)Nc1cc(OC)ccc1OC | -17 | -2 | -1.8 | 5 | 1.9 | 30 | 3.6 | 1.1 | 1 | 94 | -11
Cc1ccc(S(=O)(=O)Cc2ccc(C(=O)N3CCC(C)CC3)cc2)cc1 | -14 | 5 | -2.8 | -5 | -1.2 | 4 | 0.0 | 0.6 | -1 | 105 | 6
CC(CC(=O)OCC(=O)NC1CCS(=O)(=O)C1)c1ccccc1 (stereo unspecified) | 11 | -1 | -0.8 | 1 | -3.8 | -3 | -1.3 | -3.2 | -3 | 98 | 17
Fc1ccc(C2=CC(c3ccc(Br)o3)n3ncnc3N2)cc1 (stereo unspecified) | -3 | 30 | -0.5 | 1 | -0.7 | -36 | . | -0.3 | 3 | 106 | 4
CCOc1ccc(C)cc1-n1nc2ccccc2n1 | -20 | 1 | -0.9 | -6 | 3.3 | . | 1.3 | -1.8 | 8 | . | -20
CCN1CCC2(CC1)N=C(c1ccc(F)cc1)C(=S)N2C(=O)c1ccc(C(C)(C)C)cc1 | -13 | 3 | 1.7 | 0 | -1.8 | -23 | 4.1 | -1.0 | 5 | 79 | 9
COCCn1c(C)cc(C(=O)COC(=O)c2ccc(Br)o2)c1C | -5 | -13 | 4.1 | -20 | -2.5 | 19 | 2.7 | -0.3 | 2 | 99 | 12
O=C(Cn1c(=O)oc2ccccc21)Nc1ccccc1N1CCOCC1 | 13 | -12 | 2.5 | 1 | -1.3 | -11 | 2.5 | 1.5 | -5 | 119 | 7
Brc1ccc(-c2cn3c(n2)SCC3)cc1 | 2 | 136 | 0.2 | -13 | -1.6 | 12 | 5.0 | -1.7 | -1 | 85 | 9
Cc1ccc(S(=O)(=O)NNC(=O)C2COc3ccccc3O2)cc1 (stereo unspecified) | -6 | -2 | 1.8 | 1 | -1.6 | 3 | 3.9 | 2.2 | 2 | 98 | 8
COc1ccccc1CCC(=O)OCC(=O)Nc1ccc(S(N)(=O)=O)cc1 | -16 | -4 | 0.8 | -9 | -1.2 | -3 | 2.3 | -0.1 | 6 | 100 | 6
Cn1nc(C(F)(F)F)c(-c2ccccc2)c1N | 16 | 3 | 1.0 | -2 | -2.9 | 4 | 2.7 | -0.4 | 2 | 109 | 15
Cc1cccc(Oc2ncnc3onc(C)c23)c1 | 4 | -6 | 2.5 | -13 | -2.1 | . | -0.5 | -0.4 | -2 | . | 11
COc1ccc(N2CC(NC(=O)c3ccc4ccccc4c3)CC2=O)cc1OC (stereo unspecified) | 0 | -17 | -1.3 | -6 | -3.1 | -26 | 3.5 | -2.0 | 8 | 100 | 15
Cc1cccc(C)c1NC(=O)CCN1C(=O)C2C3CCC(C3)C2C1=O (stereo unspecified) | -9 | 1 | -0.5 | 0 | -1.4 | 15 | -0.2 | -2.2 | 6 | 94 | 7
Cc1cc(C)c(OCCOCCN2CCN(C)CC2)c(Cl)c1 | -9 | -9 | 1.3 | -5 | -0.8 | -24 | -0.1 | -1.1 | 2 | 98 | 4
O=C(O)c1ccc(Cn2c(=S)[nH]c3cc(Cl)ccc3c2=O)cc1 | 14 | 7 | 0.1 | 0 | -3.0 | 0 | -0.3 | 0.0 | -4 | 92 | 18
COC(=O)c1c(NC(=O)COC(=O)CCNS(=O)(=O)c2ccccc2)sc(C)c1C | -4 | -17 | 2.1 | 6 | 0.5 | -5 | 3.4 | -1.8 | 3 | . | -3
COc1ccc(C)cc1NC(=O)C1CCCN1S(=O)(=O)c1ccccc1F (stereo unspecified) | 4 | 1 | -0.6 | -1 | -0.8 | 22 | 1.8 | -2.5 | -1 | 96 | 4
CCc1ccc(C(C(=O)NC2CCCCC2)N(C(=O)c2csnn2)C2CC2)cc1 (stereo unspecified) | -35 | 66 | 3.6 | -4 | -1.3 | 17 | -1.4 | -1.3 | -2 | 92 | 8

(next part)
SMILES | HTR5A inv ctr | Mot1-301 SUMO | AddAB inh | PKA-R1A act | OPRM1-OPRD1 ag | PfHsp90 yeast 2 | phage Ecoli inh | Ecoli viability | HTR5A ag | Pemphigus Ab inh | OPRM1-OPRD1 inv
Cc1cccc(N(C(=O)Cc2cccs2)C(C(=O)NCc2ccco2)c2ccncc2)c1 (stereo unspecified) | . | 133 | 2.2 | . | . | -23 | 1.9 | -0.9 | . | 104 | .
Cc1nc2c(C#N)cnn2c2c1CCN(Cc1ccccc1)N2C | -8 | -2 | 0.7 | 10 | 2.0 | 2 | 1.1 | -2.3 | 3 | . | -9
COC(=O)CSc1nnc(-c2ccc(S(=O)(=O)N3CCCCC3)cc2)o1 | 1 | -11 | 4.2 | -4 | -2.9 | -18 | 2.5 | -1.8 | -2 | 99 | 14
CCc1ccc(CN2CCCC(C(=O)N3CCCCC3)C2)cc1 (stereo unspecified) | 3 | 4 | 2.5 | 0 | -2.0 | -3 | -0.2 | -1.4 | -1 | 103 | 9
COc1ccc(OC)c(/C=C/C(=O)NCCc2nc3ccccc3[nH]2)c1 | -53 | 3 | -1.3 | 0 | -2.5 | -11 | 3.0 | -0.4 | 2 | 111 | 13
CCc1cccc(C)c1NC(=O)CCCN1C(=O)CN(C)C1=O | 10 | 9 | 1.5 | -2 | -1.1 | -7 | -0.5 | -0.3 | 10 | . | 4
O=C(Nc1nccs1)[C@@H]1CCCN1S(=O)(=O)c1ccccc1F | 12 | . | . | -18 | -1.3 | . | 1.8 | . | 1 | 102 | 8
COc1ccc(N2C(=O)CC(NC3CC3)C2=O)cc1 (stereo unspecified) | 20 | -19 | 0.8 | -6 | -0.6 | -10 | 1.8 | 1.3 | -8 | 98 | 4
c1ccc(CSc2nnnn2-c2ccccc2)cc1 | 2 | 4 | -1.3 | 1 | -0.1 | -28 | 0.2 | 2.0 | -4 | 91 | 1
CC1CCCCC1NC(=O)Cn1cnc2sccc2c1=O (stereo unspecified) | -4 | . | . | 5 | 0.6 | . | 2.7 | . | -1 | . | -4
COc1ccc(C2CC(c3ccccc3)=NN2c2ccccc2)c(C(=O)O)c1OC (stereo unspecified) | 20 | -2 | 3.3 | -14 | -0.4 | -9 | 1.4 | 0.8 | -1 | 102 | 2
CC(=O)N1c2ccc(S(=O)(=O)N(C)Cc3ccccc3)cc2CC1C (stereo unspecified) | 5 | 3 | 3.3 | -10 | -1.4 | 21 | 0.6 | 4.0 | -3 | 89 | 7
O=C(Nc1ccccc1N1CCCCC1)c1ccc2nccnc2c1 | -16 | 351 | 1.4 | 0 | 5.6 | -8 | -0.2 | -0.4 | -4 | 105 | -31
Cc1ccc(CN2CCN(CC(=O)N/N=C/c3c[nH]c4ccccc34)CC2)cc1 | -7 | 4 | 3.2 | -9 | 0.6 | 8 | 0.8 | -1.1 | 2 | 98 | -3
CC(=O)c1cccc(OC(=O)c2ccc3c(=O)n4c(nc3c2)CCC4)c1 | 3 | 432 | 1.7 | 4 | -0.4 | -88 | . | 2.2 | -1 | 110 | 2
Cc1sc(NC(=O)CSc2nc(O)cc(=O)[nH]2)nc1-c1ccccc1 | 1 | -6 | 2.5 | -8 | -2.5 | 0 | 3.4 | -0.8 | 0 | 129 | 13
CCc1ccc2c(CN(CC)Cc3nc4ccccc4c(=O)[nH]3)cc(=O)oc2c1 | -12 | -29 | 1.4 | 4 | -3.3 | -11 | 2.4 | -0.6 | -2 | 97 | 19
COC(=O)c1ccc(COC(=O)CNC(=O)c2cccc(OC)c2)o1 | -23 | 5 | -1.6 | -6 | 0.0 | -9 | -1.2 | -0.3 | 8 | . | 0
COc1ccc(CNC(=O)C(C)OC(=O)c2cccs2)cc1 (stereo unspecified) | -17 | 119 | 0.5 | -2 | -1.2 | 21 | -1.4 | -0.9 | 7 | 107 | 7
Cc1ccc(S(=O)(=O)n2cc(CO)c3ccccc32)cc1 | 5 | . | . | 0 | -1.1 | -22 | 0.9 | . | -1 | 115 | 6
CCC(C)[C@H](NC(=O)OC(C)(C)C)C(=O)N/N=C/c1cccc2nccnc12 (stereo partly specified) | 10 | -3 | 1.3 | -4 | -0.3 | . | 2.4 | 0.5 | 4 | 96 | 2
O=C(COc1ccc(F)cc1)Nc1nnc(C2CC2)s1 | 1 | -4 | 1.4 | -4 | -2.5 | 20 | 2.7 | 0.2 | 0 | 107 | 14
CC1(C)Cc2c(c(N3CCOCC3)nc3sc(-c4ccc(C(=O)O)o4)c(N)c23)CO1 | -18 | 0 | 2.4 | -13 | -2.2 | -17 | 2.5 | 0.2 | -1 | . | 9
Cc1ccc(-c2nn(-c3ccccc3)cc2/C=C/C(=O)Nc2cccc(S(N)(=O)=O)c2)cc1 | -13 | 18 | 0.8 | -3 | -0.8 | -21 | 2.1 | 0.8 | -3 | 106 | 4
Cc1cc(NCCCN(C)C)n2nc(-c3cccs3)cc2n1 | 3 | 0 | 1.0 | -2 | -1.6 | 13 | 0.1 | -1.2 | 2 | 101 | 7
S=C(NCc1ccco1)N1CCN(Cc2ccco2)CC1 | 7 | 19 | 2.8 | 8 | -4.2 | . | -0.7 | 1.3 | 0 | 103 | 22
CCCc1cc(=O)[nH]c(SCC(=O)Nc2ncc(S(=O)(=O)c3ccc([N+](=O)[O-])cc3)s2)n1 | -7 | 2 | 2.0 | 0 | 5.7 | -4 | -2.9 | 0.4 | -3 | 86 | -30
CCOC(=O)c1cnn(-c2ccc(NS(=O)(=O)c3ccc(Cl)cc3)cc2)c1C(F)(F)F | 6 | -20 | 1.5 | 4 | 7.4 | -11 | 0.7 | -1.3 | -1 | 110 | -39
COc1cc(NS(=O)(=O)c2ccc(NC(=S)Nc3ccccc3)cc2)nc(OC)n1 | 8 | 0 | 6.3 | 9 | -2.5 | -24 | 3.9 | 3.4 | 5 | 104 | 13

By substructure: those above with a CF3 group
SMILES | HTR5A inv ctr | Mot1-301 SUMO | AddAB inh | PKA-R1A act | OPRM1-OPRD1 ag | PfHsp90 yeast 2 | phage Ecoli inh | Ecoli viability | HTR5A ag | Pemphigus Ab inh | OPRM1-OPRD1 inv
Cn1nc(C(F)(F)F)c(-c2ccccc2)c1N | 16 | 3 | 1.0 | -2 | -2.9 | 4 | 2.7 | -0.4 | 2 | 109 | 15
CCOC(=O)c1cnn(-c2ccc(NS(=O)(=O)c3ccc(Cl)cc3)cc2)c1C(F)(F)F | 6 | -20 | 1.5 | 4 | 7.4 | -11 | 0.7 | -1.3 | -1 | 110 | -39

Compounds as they come. Share with any hit: about 3.2%.
